Mcl1 Noxa PPI – Mcl-1/Noxa binding inhibitors, primary screen, biochemical, TR-FRET, 1536-well. AID 1022, 2008. Induced myeloid leukemia cell differentiation protein Mcl-1 (Homo sapiens), Q07820. inhibition, % at 21.7 µM. actives 1.5% (n = 220,000). TR-FRET Mcl-1/Noxa peptide binding, 2 h;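 active = compounds that cut the protein-peptide binding signal by more than 50% relative to plate controls in a single-dose test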;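 also: His-tagged Mcl-1 with rhodamine Noxa BH3 peptide and terbium anti-His antibody; 0% = Mcl-1 plus Noxa peptide wells and 100% = peptide-only wells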
Target sequence (Q07820 whole entry, looked up): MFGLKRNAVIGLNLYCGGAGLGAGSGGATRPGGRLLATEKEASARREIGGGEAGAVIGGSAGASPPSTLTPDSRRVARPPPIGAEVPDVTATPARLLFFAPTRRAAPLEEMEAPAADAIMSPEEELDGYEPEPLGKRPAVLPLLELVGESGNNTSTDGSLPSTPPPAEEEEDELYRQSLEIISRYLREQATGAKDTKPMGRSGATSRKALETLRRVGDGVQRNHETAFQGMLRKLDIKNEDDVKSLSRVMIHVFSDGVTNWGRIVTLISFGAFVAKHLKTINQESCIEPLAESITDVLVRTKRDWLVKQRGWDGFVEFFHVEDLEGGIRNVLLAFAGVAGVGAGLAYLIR
Mcl1 Bid PPI – Mcl-1/Bid binding inhibitors, primary screen, biochemical, TR-FRET, 1536-well; Induced myeloid leukemia cell differentiation protein Mcl-1 (Homo sapiens), Q07820; TR-FRET Mcl-1/Bid-Dy647 peptide binding; inhibition, % at 21.7 µM; actives 0.97% (n = 220,000);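 active = compounds that cut the binding signal by more than half at the single screening dose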;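 also: His-tagged Mcl-1 with europium anti-His antibody binding Bid BH3 peptide; 0% = Mcl-1 plus peptide wells and 100% = peptide-only wells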
RGS8-Gao reg – RGS8-Galphao binding modulators, primary screen, biochemical, multiplexed bead flow cytometry | Guanine nucleotide-binding protein G(o) subunit alpha (Homo sapiens), P09471 | actives lie on both sides | response (percent of control binding), % at 10 µM | actives 0.34% (n = 220,000) | AID 1423, 2008; in the data active = response below about 60% or above about 140%; inactive = in between;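 also: Galphao activated as the GDP aluminium fluoride complex binding bead-coupled RGS8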
Target sequence (P09471 whole entry, looked up): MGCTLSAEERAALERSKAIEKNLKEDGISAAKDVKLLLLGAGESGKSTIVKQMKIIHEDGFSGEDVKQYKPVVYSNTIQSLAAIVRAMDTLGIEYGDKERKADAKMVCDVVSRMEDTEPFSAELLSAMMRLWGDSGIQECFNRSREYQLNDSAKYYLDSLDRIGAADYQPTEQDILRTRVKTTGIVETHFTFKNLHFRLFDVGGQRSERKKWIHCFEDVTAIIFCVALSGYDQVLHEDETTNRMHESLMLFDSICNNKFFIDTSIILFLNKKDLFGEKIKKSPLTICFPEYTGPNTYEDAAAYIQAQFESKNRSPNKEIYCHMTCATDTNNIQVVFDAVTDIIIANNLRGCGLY
Pf gamet viab – late stage P. falciparum gametocyte viability inhibitors, primary screen, ATP luminescence, HTS; AID 743093, 2013; inhibition, % at 10.9 µM; actives 0.065% (n = 150,000); P. falciparum stage V gametocytes, 24 h;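 active = inhibition above the mean plus 3 SD of compounds within the control limits, set per campaign, cut at about 38% in these data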;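 also: 0% = DMSO wells and 100% = medium only without gametocytes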
Active calls of the source: *. A portion of the library; count on the stated rates, not on these rows.

item | Molecule | Mcl1 Noxa PPI | Mcl1 Bid PPI
1 | CC(C)N1CN(c2ccccc2)C(=S)N(c2ccccc2)C1 | 6 | -34
2 | CCCc1cnc(N2CCN(C(=O)c3c(-c4ccccc4)noc3C)CC2)nc1 | -3 | -1
3 | CCC1CC(CSC(=N)N)OC1=O (stereo unspecified) | -18 | -31
4 | CC(C)Sc1n[nH]c(=O)n1-c1cccc(C(F)(F)F)c1 | 22 | -14
5 | COc1cc2c(cc1OC)C(Nn1cnnc1)=NC1(CCCC1)C2 | 8 | 91*
6 | COC(=O)Cn1c(O)c(N=NC(=O)OC)c2ccccc21 | -14 | -13
7 | O=C(NCc1ccccc1)N1CCOCC1 | -5 | -4
8 | Cc1cc(C(=O)NCc2cccs2)nn1C | -10 | -5
9 | Cc1nn2c(NCCN3CCOCC3)c3c(nc2c1-c1ccccc1)CCCC3 | 11 | -110
10 | COc1cc(/C=C/c2cc(C(=O)O)c3ccccc3n2)ccc1OC(F)F | 20 | -18
11 | Cc1ccc(S(=O)(=O)N/N=C/c2ccc3nccnc3c2)cc1 | 19 | -23
12 | Cc1cccc(CN2CCC(CNC(=O)CSc3cc(=O)n(C)c4cc(Cl)ccc34)CC2)c1 | 14 | -44

item | RGS8-Gao reg | Pf gamet viab
1 | 98 | 10
2 | 100 | -23
3 | 100 | 0
4 | 93 | 2
5 | 102 | 2
6 | 101 | -15
7 | 102 | 11
8 | 91 | -3
9 | 101 | 15
10 | 101 | 10
11 | 98 | -6
12 | 104 | -18

The list continues:
item | Molecule | Mcl1 Noxa PPI | Mcl1 Bid PPI
13 | O=C(CN1CCN(c2ccc(C(F)(F)F)cn2)CC1)NCc1ccc2c(c1)OCO2 | 19 | 3
14 | CCOc1ccc(NC(=O)Nc2ccc3c(c2)nc(C)n3C)cc1 | 3 | -38
15 | COc1cc(NC(=O)c2ccc(CNc3c(N4CCCC4)c(=O)c3=O)cc2)cc(OC)c1OC | 8 | -28
16 | COc1ccc2c(c1)c(CC(=O)Nc1nnc(C3CC3)s1)c(C)n2C(=O)c1ccc(Cl)cc1 | -16 | -53
17 | COC(=O)c1c(C)oc(C)c1S(=O)(=O)NC(C)(C)C | -6 | -24
18 | N#C/C(=C(/O)c1cccs1)c1nc2ccccc2[nH]1 | 24 | -53
19 | Cn1c(=O)c2cc3ccccc3nc2n(C)c1=O | 7 | 2
20 | CCCn1nnc(NC(=O)/C=C/c2ccc(C(C)C)cc2)n1 | 9 | 1
21 | COc1ccc(NS(=O)(=O)c2ccc3oc(=S)[nH]c3c2)cc1 | 9 | -112
22 | CCCCn1c2c(c(=N)c3ccccc31)CCC2 | 32 | 29
23 | Cc1cc(Cl)ccc1NNC(=O)c1c(C)noc1C | 3 | -11
24 | O=C(NCCc1csc(-c2cccnc2)n1)c1c(F)cccc1F | -12 | -5

item | RGS8-Gao reg | Pf gamet viab
13 | 94 | 9
14 | 103 | 21
15 | 102 | -11
16 | 101 | -36
17 | 100 | 9
18 | 98 | 1
19 | 101 | -13
20 | 99 | -23
21 | 106 | -1
22 | 97 | 11
23 | 102 | 12
24 | 101 | -8

(list continues)
item | Molecule | Mcl1 Noxa PPI | Mcl1 Bid PPI
25 | Oc1c(N=Nc2ccccc2)sc2ccccc12 | 26 | -41
26 | CCn1cc(C(=O)O)c(=O)c2cc(F)c(N3CCN(C(=S)NC(=O)c4ccccc4)CC3)cc21 | -101 | -55
27 | Cc1cc(C)nc(NC=C2C(=O)OC(C)(C)OC2=O)n1 | 2 | -5
28 | O=C(O)CC1(CC(=O)Nc2ccc3c(c2)C(=O)OC3)CCCCC1 | -1 | -9
29 | N#Cc1cc2c(nc1SCC(=O)O)CCCCC2 | 0 | -8
30 | CCOc1ccccc1N1CCN(Cc2cnc(-c3ccccc3)[nH]2)CC1 | -2 | -24
31 | CCC(=O)N=c1ccn(C2=Nc3ccccc3NC2=C(C#N)C#N)cc1 | 22 | -12
32 | CC(C)c1ccc(N2C=Nc3ccc(C(C)C)cc3C2)cc1 | 16 | -96
33 | S=C1NCN(C2CCCCC2)CN1c1ccccc1 | -1 | -29
34 | CC1(C)Cc2cccc(C(=O)Nc3ccc(Cl)cc3)c2O1 | -7 | 8
35 | N#CC(C#N)=C/C=C(\Nc1ccc(Cl)cc1)c1ccc(Cl)cc1 | 15 | -41
36 | Cc1ccc(S(=O)(=O)NCCN2CCNC2=O)cc1 | 2 | -9

item | RGS8-Gao reg | Pf gamet viab
25 | 101 | 6
26 | 93 | -19
27 | 102 | 1
28 | 101 | -27
29 | 100 | 0
30 | 98 | 4
31 | 100 | -32
32 | 102 | -15
33 | 97 | -3
34 | 99 | 7
35 | 105 | -14
36 | 102 | -4

Other results follow:
item | Molecule | Mcl1 Noxa PPI | Mcl1 Bid PPI
37 | O=C(COC(=O)c1cncc(Br)c1)Nc1nc(-c2ccc(F)cc2)cs1 | 3 | -17
38 | COC(=O)c1sc(C(F)(F)F)c(-c2ccccc2)c1S(=O)(=O)N1CCCC1 | -18 | -8
39 | Cc1c(-c2ccc(Br)cc2)[n+](=O)c2c(n1[O-])CCCCC2 | 6 | -12
40 | CN(Cc1ccc(OCC(O)CN(C)Cc2ccccc2)cc1)Cc1nccn1C (stereo unspecified) | -28 | -42
41 | O=C(NCCCl)NNC(=O)c1cc2ccccc2cc1O | 47 | -61
42 | COc1ccc(NC(=O)N2CCCc3cccc(C)c32)cc1 | -6 | -14
43 | COc1ccccc1/C=C\C(=O)NCC(=O)N/N=C(\C)Cc1ccccc1 | -20 | 1
44 | CCOc1ccc2nc(SCC(=O)Nc3ccc(S(=O)(=O)N4CCCC4)cc3)c(C)cc2c1 | -66 | 14
45 | C(=N\NCc1ccccc1)/c1ccc2ncccc2c1 | 20 | -106
46 | C1CCCCCC(NCCN2CCNCC2)CCCCC1 | 0 | -33
47 | COCCc1nnc(NC(=O)C(C)C)s1 | 15 | -10
48 | CN1CCN(S(=O)(=O)c2cccc(C(=O)Nc3nccs3)c2)CC1 | 5 | -20

item | RGS8-Gao reg | Pf gamet viab
37 | 105 | 20
38 | 100 | -6
39 | 98 | -22
40 | 106 | 2
41 | 102 | -22
42 | 96 | -3
43 | 104 | -12
44 | 99 | 16
45 | 99 | 0
46 | 106 | 16
47 | 100 | 6
48 | 102 | -3

The list continues.
item | Molecule | Mcl1 Noxa PPI | Mcl1 Bid PPI
49 | O=[N+]([O-])c1ccc2c(c1)S(=O)c1ccccc1-2 (stereo unspecified) | -18 | 27
50 | C=CCn1c(SCc2n[nH]c(=S)n2-c2ccccc2)nnc1-c1ccccc1 | 18 | -9
51 | COc1ccc(/C=N/NC(=O)c2[nH]c3ccc(Br)cc3c2-c2ccccc2)c(C(=O)O)c1OC | -3 | 15
52 | CCC(CC)C(=O)N1N=C(c2ccc(NS(C)(=O)=O)cc2)CC1c1ccc(C)cc1 (stereo unspecified) | -23 | 11
53 | CCN(CC)c1ccc(/C=N/NC(=O)OC(C)(C)C)cc1 | 14 | -115
54 | O=C(COC(=O)c1cc(=O)[nH]c2ccccc12)Nc1cccc(S(=O)(=O)N2CCOCC2)c1 | 11 | -90
55 | Cc1cc(C)c2c3c(sc2n1)C(=O)N(c1ccccc1)CC(=O)N3 | 1 | -19
56 | O=C(NCc1cccnc1)C(=O)NCC1OCCN1S(=O)(=O)c1cc(F)ccc1F (stereo unspecified) | 7 | -6
57 | CCn1c(CC(=O)Nc2ccccc2)nnc1SCc1nc2ccccc2c(=O)[nH]1 | 7 | -67
58 | COc1ccccc1CNC(=O)C(=O)NCC1OCCN1S(=O)(=O)c1cccs1 (stereo unspecified) | 13 | -11
59 | O=C(NCc1ccc(F)cc1)c1ccc(CS(=O)(=O)c2ccc(Br)cc2)o1 | -17 | 1
60 | O=S(=O)(Nc1ncnc2sc3c(c12)CCC3)c1cc(F)ccc1F | 10 | -7

item | RGS8-Gao reg | Pf gamet viab
49 | 102 | 14
50 | 98 | 12
51 | 101 | 8
52 | 107 | -5
53 | 98 | -18
54 | 103 | 13
55 | 99 | 5
56 | 115 | -4
57 | 101 | -4
58 | 97 | -25
59 | 102 | 0
60 | 102 | -1

Compounds 55–59, quoted:
item | Molecule | Mcl1 Noxa PPI | Mcl1 Bid PPI
55 | Cc1cc(C)c2c3c(sc2n1)C(=O)N(c1ccccc1)CC(=O)N3 | 1 | -19
56 | O=C(NCc1cccnc1)C(=O)NCC1OCCN1S(=O)(=O)c1cc(F)ccc1F (stereo unspecified) | 7 | -6
57 | CCn1c(CC(=O)Nc2ccccc2)nnc1SCc1nc2ccccc2c(=O)[nH]1 | 7 | -67
58 | COc1ccccc1CNC(=O)C(=O)NCC1OCCN1S(=O)(=O)c1cccs1 (stereo unspecified) | 13 | -11
59 | O=C(NCc1ccc(F)cc1)c1ccc(CS(=O)(=O)c2ccc(Br)cc2)o1 | -17 | 1

item | RGS8-Gao reg | Pf gamet viab
55 | 99 | 5
56 | 115 | -4
57 | 101 | -4
58 | 97 | -25
59 | 102 | 0

Next section.
item | Molecule | Mcl1 Noxa PPI | Mcl1 Bid PPI
61 | CC(=O)NC1(C(F)(F)F)C(=O)Nc2c1c(=O)[nH]c(=O)n2CCc1ccccc1 (stereo unspecified) | 17 | -6
62 | COc1ccc(OC)c(C(Nc2ccccc2)P(=O)(OC(C)C)OC(C)C)c1 (stereo unspecified) | -12 | -20
63 | CC(C)COC(=O)NC1c2ccccc2Oc2ccccc21 | -1 | -6
64 | CCOC(=O)c1sc(-c2ccc(C(F)(F)F)cc2)nc1O | -4 | -6
65 | Cc1ccc(-c2cnco2)cc1 | 4 | -14
66 | Oc1ccccc1/C=N/[n+]1ccccc1 | 13 | -59
67 | CC(C)N(Cc1ccccc1)C(=S)Nc1ccccc1F | 3 | -4
68 | CN(C)c1cc[n+](CC(=O)Nc2ccc(OC(F)F)cc2)cc1 | -31 | -32
69 | CC(=O)Nc1cc2cc(NS(=O)(=O)c3ccc(C)cc3)ccc2oc1=O | 12 | -29
70 | CC(=O)N1c2ccccc2C(C)=CC1(C)C | -29 | -7
71 | CCOc1ccc(Nc2nc3ccccc3n3cnnc23)cc1 | 21 | -10
72 | Nc1nc(NCc2ccco2)nc(NC2CCCCC2)c1[N+](=O)[O-] | -4 | -2

item | RGS8-Gao reg | Pf gamet viab
61 | 100 | 12
62 | 100 | -20
63 | 93 | 3
64 | 100 | 10
65 | 99 | 0
66 | 100 | 2
67 | 98 | -19
68 | 86 | 10
69 | 101 | -15
70 | 99 | -13
71 | 110 | -36
72 | 104 | 7

Remaining list, next part
item | Molecule | Mcl1 Noxa PPI | Mcl1 Bid PPI
73 | Fc1cc2[nH]c(=S)[nH]c2cc1Cl | 25 | -45
74 | Cc1cc(C(=O)N/N=C2\CC(=O)c3ccccc32)c(C)n1-c1ccc(F)cc1 | 11 | -55
75 | CCOC(=O)Cn1cc(/C=C(\C#N)C(=O)N2CCOCC2)c2ccccc21 | -2 | -9
76 | C=CCN(CC=C)C(=O)c1cccc(S(=O)(=O)N2c3ccccc3CC2C)c1 (stereo unspecified) | 5 | -18
77 | N=C1C(c2nc3ccccc3[nH]2)=C(O)CN1C1CCCCC1 | -14 | -152
78 | O=C(CCCOc1ccc(Cl)cc1Cl)Nc1ccccc1C(=O)O | 2 | -15
79 | CNc1nc(-c2cccs2)cc(C(F)(F)F)c1C#N | 4 | -5
80 | CC(C)C(=O)N=c1sc2cccc(F)c2n1C | 7 | -13
81 | C/C(=N\OC(=O)c1ccc(F)cc1)c1ccc(F)c(F)c1 | -17 | -13

item | RGS8-Gao reg | Pf gamet viab
73 | 98 | 11
74 | 104 | -1
75 | 97 | -15
76 | 102 | 3
77 | 111 | 10
78 | 102 | 9
79 | 101 | -21
80 | 101 | 18
81 | 97 | 24

Gathered by group, those above with bromine (four)
item | Molecule | Mcl1 Noxa PPI | Mcl1 Bid PPI
37 | O=C(COC(=O)c1cncc(Br)c1)Nc1nc(-c2ccc(F)cc2)cs1 | 3 | -17
39 | Cc1c(-c2ccc(Br)cc2)[n+](=O)c2c(n1[O-])CCCCC2 | 6 | -12
51 | COc1ccc(/C=N/NC(=O)c2[nH]c3ccc(Br)cc3c2-c2ccccc2)c(C(=O)O)c1OC | -3 | 15
59 | O=C(NCc1ccc(F)cc1)c1ccc(CS(=O)(=O)c2ccc(Br)cc2)o1 | -17 | 1

item | RGS8-Gao reg | Pf gamet viab
37 | 105 | 20
39 | 98 | -22
51 | 101 | 8
59 | 102 | 0

Screening results (PubChem BioAssay)
